High-throughput results from PubChem.
MsrA act: activators of bovine methionine sulfoxide reductase A; purified bovine MsrA, absorbance read-out; activation, % at 10.6 µM; 0.3% of 360,000 active; AID 602163; in the data active = activation above about 7.5%;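 note: 0% = vehicle and 100% = reference activator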
Neddyl block: blocks human cullin neddylation. calls only at 25 µM. AID 651699. 0.58% of 360,000 active. P61081+Q13564. TR-FRET cullin neddylation, biochemical; in the data active = inhibition above about 36%
Rin1-Abl PPI inh: inhibitors of human Rin1-Abl protein interaction | P00519+Q13671 | TR-FRET Rin1/Abl binding, biochemical | 0.4% of 360,000 active | AID 588664 | inhibition, % at 7.35 µM; in the data active = inhibition above about 5%, passing the limit was not always enough
eLon inh: inhibitors of E. coli Lon protease; inhibition, % at 7.94 µM; purified E. coli Lon protease, fluorescence polarization; P0A9M0; 0.42% of 360,000 active; in the data active = inhibition above about 13%, passing the limit was not always enough;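 note: 0% = enzyme with probe and DMSO and 100% = no enzyme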
MsrA inh: inhibitors of bovine MsrA. AID 651718. purified bovine MsrA, absorbance read-out. 0.75% of 360,000 active. inhibition, % at 15.5 µM; in the data active = inhibition above about 4.5%;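 note: 0% = vehicle wells with enzyme and 100% = reference inhibitor wells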
CSN inh: inhibitors of human CSN-mediated cullin deneddylation; Purified CSN, SCF-Nedd8-OG deneddylation, fluorescence polarization; inhibition, % at 12.5 µM; Q92905; 0.38% of 360,000 active;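 active = pattern-corrected inhibition above about 35%, with an unprinted fluorescence ratio check between 0.5 and 1.5, limit read from the data, passing the limit was not always enough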;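 note: 0% = enzyme with substrate and 100% = substrate without enzyme; some results filed as inactive read as strong as hits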
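Assay system: purified human Csn5 enzyme expressed in HEK293T cells; measure: % inhibition; also added: SCFSkp2-Nedd8OG substrate at 10 nM final; technique: fluorescence polarization; times: reaction 90 min, room temperature; medium: Tris buffer pH 7.5, NaCl, DTT, Tween-20, trehalose, ovalbumin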
Tb MetRS inh: blocks T. brucei methionyl-tRNA synthetase activity | purified T. brucei MetRS, ATP depletion, Kinase-Glo luminescence | inhibition, % at 11.9 µM | 0.4% of 360,000 active | AID 624268;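 active = inhibition above a per-plate cutoff of the control wells' mean inhibition plus 3 SD, cut at about 5.5% in these data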;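 note: 0% = DMSO wells median and 100% = median of wells with control inhibitor compound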
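technique = Kinase-Glo luminescence, ATP depletion format | system = purified MetRS (methionyl-tRNA synthetase) enzyme from Trypanosoma brucei | timing = 15 min preincubation, 2 h reaction, all 25 °C | evaluation = percent inhibition versus plate control medians | dosing = single dose, 11.9 µM final nominal, 0.9% final DMSO | also added = substrates ATP, L-methionine and bulk Escherichia coli tRNA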
PABP1 MLLE inh: inhibitors of microRNA-mediated deadenylation, human PABP1 MLLE binding | P11940 | GST-MLLE / FITC-PAM2 fluorescence polarization | inhibition, % at 20 µM | 0.36% of 360,000 active | AID 588489; in the data active = inhibition above about 35%, passing the limit was not always enough;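 note: plate controls were DMSO wells with GST-MLLE for no effect and wells lacking GST-MLLE protein for full effect; some results filed as inactive read as strong as hits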
FAS-TE inh: FAS thioesterase (human) inhibition; AID 602261; 0.67% of 360,000 active; P49327; recombinant FAS-TE, OMFH fluorogenic substrate, fluorescence endpoint; inhibition, % at 15 µM;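 active = compounds whose normalised, plate-corrected inhibition of enzyme fluorescence in the single-dose primary screen is 50% or more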;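 note: 0% = DMSO with enzyme and 100% = substrate without enzyme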
Target sequence (P49327 whole entry, looked up): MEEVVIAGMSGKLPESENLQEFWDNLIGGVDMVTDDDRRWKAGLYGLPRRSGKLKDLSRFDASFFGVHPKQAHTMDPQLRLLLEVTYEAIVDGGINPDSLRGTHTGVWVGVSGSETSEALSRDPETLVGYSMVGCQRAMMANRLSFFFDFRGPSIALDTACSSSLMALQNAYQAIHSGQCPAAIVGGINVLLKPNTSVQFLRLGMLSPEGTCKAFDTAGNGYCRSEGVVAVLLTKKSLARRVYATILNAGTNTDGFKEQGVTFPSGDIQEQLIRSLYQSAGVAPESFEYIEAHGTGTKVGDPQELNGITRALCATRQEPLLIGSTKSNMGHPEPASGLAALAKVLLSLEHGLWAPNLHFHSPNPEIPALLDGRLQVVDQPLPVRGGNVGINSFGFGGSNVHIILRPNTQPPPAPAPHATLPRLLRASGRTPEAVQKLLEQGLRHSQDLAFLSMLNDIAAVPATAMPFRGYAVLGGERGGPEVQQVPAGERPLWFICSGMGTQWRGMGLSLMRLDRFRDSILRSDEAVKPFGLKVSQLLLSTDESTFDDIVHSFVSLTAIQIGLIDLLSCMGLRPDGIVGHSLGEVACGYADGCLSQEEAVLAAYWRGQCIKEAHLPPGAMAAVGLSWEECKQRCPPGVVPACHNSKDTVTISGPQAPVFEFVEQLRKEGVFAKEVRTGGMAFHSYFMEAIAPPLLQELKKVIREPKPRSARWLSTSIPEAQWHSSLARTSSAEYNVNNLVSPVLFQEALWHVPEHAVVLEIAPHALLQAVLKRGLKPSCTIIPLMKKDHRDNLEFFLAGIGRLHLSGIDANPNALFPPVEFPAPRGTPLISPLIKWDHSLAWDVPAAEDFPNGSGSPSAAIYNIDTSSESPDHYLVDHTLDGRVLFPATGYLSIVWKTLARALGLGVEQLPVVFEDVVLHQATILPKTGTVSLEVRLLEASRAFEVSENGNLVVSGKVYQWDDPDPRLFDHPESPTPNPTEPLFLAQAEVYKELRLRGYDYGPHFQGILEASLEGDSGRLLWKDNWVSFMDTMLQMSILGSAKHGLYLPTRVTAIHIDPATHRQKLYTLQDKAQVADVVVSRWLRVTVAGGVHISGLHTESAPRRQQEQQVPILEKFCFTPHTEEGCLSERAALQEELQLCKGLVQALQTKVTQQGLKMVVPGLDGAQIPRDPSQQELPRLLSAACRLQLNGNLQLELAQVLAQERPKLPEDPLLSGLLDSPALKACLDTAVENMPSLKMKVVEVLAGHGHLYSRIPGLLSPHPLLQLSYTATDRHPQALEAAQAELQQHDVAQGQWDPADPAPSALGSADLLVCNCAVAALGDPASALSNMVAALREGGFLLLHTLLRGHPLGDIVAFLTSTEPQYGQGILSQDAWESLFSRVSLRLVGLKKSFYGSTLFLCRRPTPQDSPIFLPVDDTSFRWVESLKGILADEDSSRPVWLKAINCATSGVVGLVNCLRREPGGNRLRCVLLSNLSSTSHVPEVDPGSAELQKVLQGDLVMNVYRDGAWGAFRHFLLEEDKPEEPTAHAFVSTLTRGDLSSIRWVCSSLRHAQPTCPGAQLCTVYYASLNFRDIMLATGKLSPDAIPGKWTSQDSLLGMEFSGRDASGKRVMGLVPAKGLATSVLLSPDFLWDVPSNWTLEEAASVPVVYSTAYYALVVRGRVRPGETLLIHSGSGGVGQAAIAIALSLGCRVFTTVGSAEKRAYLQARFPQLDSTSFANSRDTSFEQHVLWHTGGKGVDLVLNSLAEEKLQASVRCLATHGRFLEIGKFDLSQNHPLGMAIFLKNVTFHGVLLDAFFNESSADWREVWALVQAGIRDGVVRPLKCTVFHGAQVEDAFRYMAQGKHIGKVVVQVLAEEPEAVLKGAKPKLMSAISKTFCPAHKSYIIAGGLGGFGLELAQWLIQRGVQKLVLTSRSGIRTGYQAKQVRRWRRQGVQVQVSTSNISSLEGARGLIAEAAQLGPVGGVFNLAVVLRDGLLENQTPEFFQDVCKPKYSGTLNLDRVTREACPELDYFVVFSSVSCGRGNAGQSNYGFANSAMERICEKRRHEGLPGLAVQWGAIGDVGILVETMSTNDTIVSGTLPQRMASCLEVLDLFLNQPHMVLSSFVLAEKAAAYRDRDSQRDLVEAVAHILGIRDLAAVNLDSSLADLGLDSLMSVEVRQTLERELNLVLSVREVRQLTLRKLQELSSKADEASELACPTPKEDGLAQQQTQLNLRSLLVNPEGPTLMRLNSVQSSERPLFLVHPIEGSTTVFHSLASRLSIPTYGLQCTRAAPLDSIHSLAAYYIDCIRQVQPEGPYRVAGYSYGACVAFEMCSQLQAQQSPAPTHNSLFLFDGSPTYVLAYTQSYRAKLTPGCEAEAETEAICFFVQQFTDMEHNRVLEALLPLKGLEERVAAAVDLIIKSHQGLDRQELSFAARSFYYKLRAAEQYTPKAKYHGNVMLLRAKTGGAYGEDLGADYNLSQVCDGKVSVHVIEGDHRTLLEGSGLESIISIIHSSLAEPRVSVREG
Numbers without * were called inactive; i = inactive; · = not tested or not shown.

SMILES | MsrA act | Neddyl block | Rin1-Abl PPI inh | eLon inh | MsrA inh | CSN inh | Tb MetRS inh | PABP1 MLLE inh | FAS-TE inh
CCOc1cc(CNCCCN2CCOCC2)ccc1OCC(=O)Nc1cccc2ccccc12 | -12 | i | 0 | 5 | -0.4 | 4 | -0.7 | -4 | -4
Cc1ccc(CNc2ccc(S(=O)(=O)N3CCOCC3)cc2[N+](=O)[O-])cc1 | -10 | i | -2 | 12 | 1.7 | 1 | -0.5 | 0 | 22
COC(=O)c1c(C(=O)OC)c2c(-c3ccccc3)cc3cccc1n32 | -4 | i | 0 | -54 | 1.4 | 4 | -0.2 | -7 | 27
CC(=O)N1CCc2c(sc(NC(=O)CN3C(=O)c4ccccc4C3=O)c2C(N)=O)C1 | -8 | i | 1 | 1 | 2.5 | 1 | -0.5 | -3 | -2
CCOc1ccc(S(=O)(=O)N2CCOCC2)cc1NC(=O)CSCC(=O)Nc1ccc(C)cc1 | -1 | i | 1 | -7 | 1.3 | -4 | 0.0 | -7 | 2
O=C(CSc1nc2ccccc2c(=O)n1-c1ccc(F)cc1)Nc1ccc(Cl)c(S(=O)(=O)N2CCOCC2)c1 | -4 | i | -1 | -3 | -0.3 | 3 | -0.2 | -91 | 78*
CCc1sc(C(=O)N2CCN(C(=O)c3ccccc3)CC2)cc1C | -4 | i | 0 | -5 | -0.4 | -2 | -0.3 | 3 | -2
COc1ccc(-c2nc3ccccc3c(=O)n2NC(=O)c2cccnc2Cl)cc1OC | -3 | i | -1 | -1 | -0.3 | 2 | -0.4 | 10 | 4
O=C(N/N=C/c1cc2ccccc2nc1Cl)c1ccncc1 | -5 | i | -2 | -7 | 3.4 | -12 | -1.0 | -10 | -7
C/C(=N\Nc1ccc(F)cc1)c1ccc(N2CCOCC2)c(F)c1 | -8 | i | 2 | -4 | 0.6 | -4 | -1.1 | -6 | -4
O=C(c1cc(-c2ccncc2)nc2ccccc12)N1CCN(c2ncccn2)CC1 | -1 | i | 2 | -10 | 0.0 | 4 | -0.2 | 0 | -4
COc1ccc(NC(=O)NC(C)c2ccccc2)cc1 (centres undefined) | 17* | i | 0 | -3 | -0.9 | 2 | 0.0 | 5 | 1

Compound profiles (already shown). Screens in order: MsrA act | Neddyl block | Rin1-Abl PPI inh | eLon inh | MsrA inh | CSN inh | Tb MetRS inh | PABP1 MLLE inh | FAS-TE inh
O=C(CSc1nc2ccccc2c(=O)n1-c1ccc(F)cc1)Nc1ccc(Cl)c(S(=O)(=O)N2CCOCC2)c1 is entered as -4 | i | -1 | -3 | -0.3 | 3 | -0.2 | -91 | 78*
O=C(c1cc(-c2ccncc2)nc2ccccc12)N1CCN(c2ncccn2)CC1 is entered as -1 | i | 2 | -10 | 0.0 | 4 | -0.2 | 0 | -4

Continuation:
SMILES | MsrA act | Neddyl block | Rin1-Abl PPI inh | eLon inh | MsrA inh | CSN inh | Tb MetRS inh | PABP1 MLLE inh | FAS-TE inh
Fc1ccc(CNC(=S)Nc2cccc(Cl)c2)cc1 | -3 | i | 1 | -7 | -0.2 | -7 | 1.4 | 3 | 12
COc1ccc(S(=O)(=O)NN(C)c2nc(C(F)(F)F)nc3ccccc23)cc1 | -5 | i | -3 | -6 | 1.1 | -3 | -0.6 | 6 | 16
COc1cc(/C=C(\C#N)C(=O)N2CCOCC2)cc(Br)c1O | -3 | i | 0 | -11 | 4.2 | 7 | -0.4 | -23 | -9
C=C(C)COc1ccc2c(C)c(CCC(=O)N3C[C@H]4C[C@@H](C3)c3cccc(=O)n3C4)c(=O)oc2c1 | -9 | · | -3 | -1 | 1.4 | -4 | -2.6 | 14 | 31
Cc1nn(C)c(C(=O)Nc2ccn(Cc3ccccc3F)n2)c1[N+](=O)[O-] | -4 | i | -3 | -3 | 0.6 | -5 | -0.2 | 6 | 2
COc1ccc(S(=O)(=O)Cc2ccc(C(=O)N3CCN(c4ccccn4)CC3)o2)cc1 | 0 | i | -4 | 2 | · | -3 | 0.1 | 0 | 4
Cn1c(O)c(N=Nc2nc(-c3ccccc3)cs2)c2ccccc21 | -1 | i | 1 | -78 | -0.7 | 6 | -0.2 | -47 | 9
CC(=O)Nc1ccc(S(=O)(=O)NC(C)CCc2ccccc2)cc1 (centres undefined) | 2 | i | -1 | -4 | 2.0 | -2 | -0.5 | -18 | -3
C/C(=N\NC(=O)c1ccc2ccccc2c1)c1cccs1 | -3 | i | 1 | 6 | 0.5 | 0 | -0.2 | 14 | 3
CCOC(=O)c1ccc(NC(=O)Nc2ccc(Cl)cn2)cc1 | -2 | i | 3 | -1 | -0.4 | -5 | -0.7 | -9 | -12
COc1ccc(-c2cc(C(=O)N3CCC3)c3ccccc3n2)cc1OC | -4 | i | -4 | -1 | 5.4* | 1 | -0.3 | 6 | -8
CCOc1cc(NC(=S)NCCOC)c(OCC)cc1NC(=O)c1ccco1 | -2 | i | 3 | 1 | 2.2 | -12 | 0.0 | 5 | 1
O=c1[nH]c2cc(Cl)ccc2n1-c1ccccc1 | 0 | i | 1 | -1 | -0.7 | 0 | -0.1 | -3 | 0
O=C(Cn1nc(Cc2cccnc2)c2ccccc2c1=O)N1CCN(c2ccccn2)CC1 | 3 | i | 5 | -8 | -1.5 | 3 | -0.7 | 9 | -6
Oc1ccc2ccccc2c1N=Nc1nccs1 | -5 | i | -3 | 43* | -1.0 | -12 | -2.0 | 55* | 13
CC(=O)N1CCN=C1SCc1cccc(C)c1 | -5 | i | 2 | -6 | 0.2 | 0 | -0.4 | -5 | -5
COc1ccccc1C(=O)Nc1nc(N)n(-c2ccccc2)n1 | 0 | i | -2 | -13 | -0.2 | 6 | -0.8 | -7 | 0
CC(=O)c1ccc(NC(=O)CN(c2c(C)cccc2C)S(C)(=O)=O)cc1 | -2 | i | 5 | -6 | 1.1 | -4 | 0.1 | 0 | -4
CC(C)CNC(=O)c1cc([N+](=O)[O-])ccc1N1CCCCC1 | -2 | i | -6 | -2 | 1.7 | 0 | 0.0 | -12 | 14
Cc1[nH]c2ccc(F)cc2c1CCN(Cc1ccncc1)C(=S)Nc1ccc(F)cc1 | -2 | i | -5 | 5 | -0.6 | 3 | 0.6 | -29 | 7
CCC(C(=O)NCCC(C)C)N(Cc1ccccc1Cl)C(=O)c1snc(C(N)=O)c1N (centres undefined) | -2 | i | -1 | 7 | 0.8 | 2 | 0.5 | 12 | 13
COc1ccc([C@H]2N[C@]3(CCCN(Cc4ccccc4)C3=O)[C@H]3C(=O)N(Cc4ccccc4)C(=O)[C@@H]23)cc1 | 0 | i | -2 | 6 | 0.2 | 0 | 0.0 | -1 | 4
COc1cccc(NC(=O)CN(C)C(=O)CSc2ncnc3sc(C)c(C)c23)c1 | 0 | i | -2 | 7 | 0.7 | -1 | -0.2 | -37 | 8
COc1cc(OC)cc(OC(=O)C2CCN(C3=NS(=O)(=O)c4ccccc43)CC2)c1 | 0 | i | 2 | -1 | -0.7 | 3 | -0.2 | -4 | 4
COc1ccc(-c2noc(-c3ccccc3Cl)n2)cc1OC | -9 | i | 0 | 4 | 1.0 | 0 | -2.0 | 1 | 11
CCOc1cc2oc(=O)c3c(c2cc1Cl)CCC3 | -3 | i | -1 | 4 | 1.0 | -1 | -0.6 | -13 | -7
COc1ccc(N=CC2=C(O)CC(C)(C)CC2=O)cc1OC | -4 | i | -1 | 0 | 2.5 | -4 | -0.6 | -12 | -4
O=C(NCc1ccco1)C1CCCN(S(=O)(=O)c2cccc3cccnc23)C1 (centres undefined) | -2 | i | 1 | -3 | 1.0 | 5 | -0.3 | 7 | -7
Brc1cccc(-c2nnc(SCc3nc4ccccc4[nH]3)o2)c1 | -3 | i | -1 | 8 | -1.5 | 0 | 0.2 | -86 | 2
O=C(c1nn2c(C(F)(F)F)cc(-c3cccs3)nc2c1Cl)N1CCCc2ccccc21 | -3 | i | 1 | -11 | -0.1 | 1 | 0.1 | -1 | 68*
O=C(CC1C[C@H](C(=O)N2CCOCC2)[C@@]2(CCC3CCCC3)c3[nH]c4ccccc4c3CCN2C1=O)NCCN1CCOCC1 (some centres undefined) | 3 | i | -3 | 8 | -0.3 | -6 | -0.4 | 14 | 76*
O=S(=O)(NC1C2CC3CC(C2)CC1C3)c1ccc(F)cc1 (centres undefined) | -5 | i | 4 | -4 | 1.1 | -2 | -0.5 | 19 | 0
Cc1nc2sccc2c(=O)n1N | 0 | i | 2 | -5 | 1.0 | 6 | -0.1 | 0 | -7
COc1cc(NC(=O)C2COc3ccccc3O2)c(OC)cc1Cl (centres undefined) | -8 | i | 3 | -7 | -0.6 | 3 | -1.6 | 2 | 19
O=C(CCNS(=O)(=O)c1ccc(F)c(F)c1)NCCN1CCOCC1 | -4 | i | -1 | -10 | 0.0 | -3 | -0.5 | 2 | -5
CCC(C)(C)n1nnnc1C(C(C)C)N1CCC(C(N)=O)CC1 (centres undefined) | -3 | i | 0 | 7 | 0.2 | -2 | -0.8 | 3 | -3
O=C(C1CCCCC1)N1CCc2[nH]c3ccc(F)cc3c2C1 | -7 | i | 0 | 6 | 1.1 | -3 | 3.7 | -10 | -4
Cc1ccc(C(=O)NCc2ccco2)cc1Br | -7 | i | 0 | 1 | 0.8 | 3 | -1.2 | 3 | -1
O=S(=O)(NCc1ccccc1)c1cccc2nsnc12 | -2 | i | 0 | -8 | 0.2 | 3 | 0.4 | 14 | -6
Cc1nc(SCC(=O)N2CCc3ccccc32)n[nH]1 | -3 | i | 1 | -6 | 0.1 | -1 | -0.3 | 6 | -4
Cc1nc2ncnn2c(C)c1CCC(=O)N1CC(C)CC(C)C1 (centres undefined) | -1 | i | 4 | -7 | -0.4 | -3 | -0.3 | -6 | -6
O=C(Nc1cccc(NC(=S)NC(=O)c2cccs2)c1)c1ccccc1 | -2 | i | 2 | -5 | 0.5 | -4 | -0.4 | 31 | -4
Cc1ccc(NC(=O)c2ccc(-n3cccn3)nc2)cc1 | -2 | i | 0 | -7 | 0.6 | -11 | -0.5 | -5 | -2
COc1ccc(OCCCC(=O)Nc2cc([N+](=O)[O-])ccc2C)cc1 | -14 | i | 0 | 10 | -0.8 | -6 | -1.3 | -11 | 33

Compounds listed so far containing a thiophene ring, fused or not (7):
SMILES | MsrA act | Neddyl block | Rin1-Abl PPI inh | eLon inh | MsrA inh | CSN inh | Tb MetRS inh | PABP1 MLLE inh | FAS-TE inh
CC(=O)N1CCc2c(sc(NC(=O)CN3C(=O)c4ccccc4C3=O)c2C(N)=O)C1 | -8 | i | 1 | 1 | 2.5 | 1 | -0.5 | -3 | -2
CCc1sc(C(=O)N2CCN(C(=O)c3ccccc3)CC2)cc1C | -4 | i | 0 | -5 | -0.4 | -2 | -0.3 | 3 | -2
C/C(=N\NC(=O)c1ccc2ccccc2c1)c1cccs1 | -3 | i | 1 | 6 | 0.5 | 0 | -0.2 | 14 | 3
COc1cccc(NC(=O)CN(C)C(=O)CSc2ncnc3sc(C)c(C)c23)c1 | 0 | i | -2 | 7 | 0.7 | -1 | -0.2 | -37 | 8
O=C(c1nn2c(C(F)(F)F)cc(-c3cccs3)nc2c1Cl)N1CCCc2ccccc21 | -3 | i | 1 | -11 | -0.1 | 1 | 0.1 | -1 | 68*
Cc1nc2sccc2c(=O)n1N | 0 | i | 2 | -5 | 1.0 | 6 | -0.1 | 0 | -7
O=C(Nc1cccc(NC(=S)NC(=O)c2cccs2)c1)c1ccccc1 | -2 | i | 2 | -5 | 0.5 | -4 | -0.4 | 31 | -4
